hcDAF-12 act = H. contortus DAF-12 activation, primary screen; HEK293 hcDAF-12 lit1-tk-luc reporter, luminescence; 0% DMSO, 100% Δ7-dafachronic acid; activation, % at 6.8 µM; 370,000 tested, 1.4% active;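 active = activation above the mean of all tested compounds plus 3 SD, cut at about 5.5% in these data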;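 note: 100% = response to 3 µM Δ7-dafachronic acid high control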
HGIII-sPLA2 inh = Inhibits HGIII-sPLA2 liposome hydrolysis, primary screen; QFRET BODIPY PC-A2 liposome hydrolysis, fluorescence; inhibition, % at 12.2 µM; 370,000 tested, 0.56% active; Q9NZ20;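 active = inhibition above mean plus 3 SD of compounds lying within the high and low control bounds, cut at about 19% in these data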;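 note: 0% = median of test compound wells and 100% = no enzyme DMSO wells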
Target sequence (Q9NZ20 whole entry, looked up): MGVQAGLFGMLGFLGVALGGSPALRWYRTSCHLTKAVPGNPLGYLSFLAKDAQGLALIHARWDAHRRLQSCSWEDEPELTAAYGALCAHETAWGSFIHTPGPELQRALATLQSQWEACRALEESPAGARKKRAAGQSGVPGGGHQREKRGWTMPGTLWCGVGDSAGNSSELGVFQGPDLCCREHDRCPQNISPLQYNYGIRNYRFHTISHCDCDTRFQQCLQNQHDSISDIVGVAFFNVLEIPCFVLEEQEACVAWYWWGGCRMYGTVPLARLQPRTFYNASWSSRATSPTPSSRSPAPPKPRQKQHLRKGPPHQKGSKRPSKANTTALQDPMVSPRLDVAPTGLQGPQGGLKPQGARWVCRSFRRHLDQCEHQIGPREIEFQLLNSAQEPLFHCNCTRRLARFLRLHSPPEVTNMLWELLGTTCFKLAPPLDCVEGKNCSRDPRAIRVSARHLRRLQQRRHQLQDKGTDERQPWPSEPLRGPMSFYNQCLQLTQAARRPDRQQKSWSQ
DAX1 inh-1 = inhibitors of human orphan nuclear receptor DAX1 (NR0B1). AID 504766. P51843. inhibition, % at 6.75 µM. HEK293 Gal4-DAX1 luciferase reporter, luminescence. 340,000 tested, 0.99% active;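 active = inhibition above the mean over all tested compounds plus 3 SD, cut at about 4.2% in these data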;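 note: 0% = DAX1-transfected cells with DMSO and 100% = empty-vector control cells with DMSO; inhibition shows as a rise in luminescence from relieved DAX1 repression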
GC-B act = GC-B (human) receptor activation | HEK293-GC-B cells, CNP EC30, cGMP TR-FRET; 0% at EC30 CNP, 100% saturating CNP | activation, % at 10 µM | 370,000 tested, 0.11% active;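 active = activation at 10 µM reaching about 35% in either raw or pattern-adjusted values, limit read from the data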
proKLK7 act = proKLK7 (human) activation, primary screen | purified proKLK7, EDANS-DABCYL substrate fluorescence; 100% is mature enzyme control, 0% vehicle | activation, % at 7 µM | 370,000 tested, 0.9% active | AID 652039;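 active = activation above the mean of all tested compounds plus 3 SD, computed per campaign excluding outliers beyond control limits, cut at about 13% in these data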
Target sequence (P49862 whole entry, looked up): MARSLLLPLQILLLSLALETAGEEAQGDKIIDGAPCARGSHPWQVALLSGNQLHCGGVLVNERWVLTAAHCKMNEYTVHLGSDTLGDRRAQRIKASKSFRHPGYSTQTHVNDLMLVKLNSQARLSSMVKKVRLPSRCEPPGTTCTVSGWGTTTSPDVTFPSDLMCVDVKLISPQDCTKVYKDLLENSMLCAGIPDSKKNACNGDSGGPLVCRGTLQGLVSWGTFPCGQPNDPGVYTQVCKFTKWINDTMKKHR
SMARCA2 act = activators of SMARCA2 function. MG213 cells, MMTV-luciferase reporter, dexamethasone, overnight. activation, % at 9.1 µM. 370,000 tested, 1% active. AID 652017; in the data active = activation above about 7.8%;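 note: 0% = vehicle wells and 100% = reference activator wells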
DAX1 inh-2 = DAX1 (NR0B1) inhibition, primary screen; HEK293T StAR-luciferase reporter, SF-1/DAX-1 repression relief; 370,000 tested, 1.1% active; AID 652010; inhibition, % at 6.8 µM;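 active = inhibition above the mean over all tested compounds plus 3 SD, cut at about 3.6% in these data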;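 note: 0% = DAX-1 cells with DMSO and 100% = cells lacking DAX-1 with DMSO; higher inhibition means more luminescence from relief of DAX-1 repression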
hgDAF-12 ag = activates the H. glycines DAF-12 receptor ligand-binding domain; HEK293 GAL4-hgDAF12 UAS-luciferase reporter, agonist luminescence; normalized to butyrate control; activation, % at 6.8 µM; 370,000 tested, 1.8% active; AID 687014;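 active = activation above a cutoff set at the mean of all screened compounds plus 3 SD, cut at about 10% in these data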;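 note: 0% = DMSO wells and 100% = sodium butyrate wells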
GC-A act = GC-A (human) enzyme activation. 370,000 tested, 0.14% active. HEK293 GC-A cells, cGMP TR-FRET, EC30 ANP; 0% at EC30 ANP, 100% saturating ANP. activation, % at 10 µM. P16066; in the data active = activation above about 40%
FXN GAA850 act = frataxin GAA850 promoter activation. HEK293 lucGAA850 FXN promoter luciferase reporter, 24 h; percent of 10 µM SAHA response. activation, % at 6 µM. 360,000 tested, 0.56% active. AID 540364;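 active = activation above the average of all compounds screened plus 3 SD, cutoff fixed separately per campaign, cut at about 7.5% in these data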;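 note: 0% = DMSO wells and 100% = 10 µM SAHA wells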
ssDAF-12 act = activators of S. stercoralis DAF-12 nuclear receptor | HEK293 ssDAF-12/GRIP1 lit1-tk-luc reporter, luminescence; % of 3 µM dafachronic acid response | activation, % at 6.8 µM | 370,000 tested, 1% active | AID 652126;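 active = activation above the mean over all tested compounds plus 3 SD, cut at about 0.9% in these data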;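 note: 0% = DMSO-only wells and 100% = 3 µM delta7-dafachronic acid wells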
Active calls of the source: *; x = not tested or not shown; & = joins results of further samples.

Every second line gives: hcDAF-12 act	HGIII-sPLA2 inh	DAX1 inh-1	GC-B act	proKLK7 act	SMARCA2 act	DAX1 inh-2	hgDAF-12 ag	GC-A act	FXN GAA850 act	ssDAF-12 act
(1) CN(C(=O)COC(=O)c1ccc2ccccc2n1)C1CCCCC1
 : 0.6	4.9	0.7	-2.1	0.2	-4.7	0.9	0.1	-0.7	-1.9	2.1*
(2) Cc1cc2[nH]c(=O)c(=O)[nH]c2cc1S(=O)(=O)N1CCN(c2cccc(C(F)(F)F)c2)CC1
 : -1.5	15.2	0.4	2.0	-0.3	-1.5	-0.3	-1.9	-4.2	1.3	-0.9
(3) Cc1noc(C(=O)Nc2cc(Cl)ccc2O)c1Cl
 : 7.4*	-17.7	-0.2	-0.5	-0.3	0.0	-0.5	0.4	4.6	1.4	0.5
(4) OC(c1ccc(-c2ccccc2)cc1)c1ncc(-c2ccc(C(F)(F)F)cc2)[nH]1 (stereo not given)
 : -0.4	-11.5	x	4.1	0.0	-3.7	2.1	2.3	-0.2	-0.4	-1.8
(5) O=C(CN1CCN(C(C(=O)Nc2ccc(Cl)cc2C(F)(F)F)c2ccccc2)CC1)NC1CC1 (stereo not given)
 : -1.3	7.0	0.0	0.6	-0.7	-0.8	-2.4	-1.8	-2.1	-0.2	-1.1
(6) CC1=C(C(=O)Nc2ccc(C(=O)N3CCN(c4ccccc4F)CC3)cc2)SCCO1
 : -1.3	-1.0	0.1	0.0	0.2	-0.4	-0.3	0.7	1.7	-1.3	-1.7
(7) Cc1c(CC(=O)O)c(=O)oc2c(C)c3occ(-c4ccc(F)cc4)c3cc12
 : -1.1	-4.7	0.4	-5.5	-8.6	1.2	0.3	-2.1	-2.8	-0.8	-0.4
(8) Cc1cc(C(=O)COC(=O)C2=COCCO2)c(C)n1-c1cccc(F)c1
 : 7.2*	-10.3	1.3	6.5	-0.1	1.5	9.3*	10.9*	-1.1	0.5	1.0*
(9) CS/C(=N\S(=O)(=O)c1cccs1)Nc1ccc(N2CCOCC2)cc1
 : -1.3&-1.4	-7.2&0.5	-1.6&2.1	6.1&1.6	-0.2&0.3	-0.7&1.0	-0.1&-1.3	-1.8&1.2	3.0&-2.5	1.3&-0.3	-1.4&-0.5
(10) COc1ccc(OCCC(=O)OCC(=O)Nc2ccc(S(=O)(=O)N3CCOCC3)cc2)cc1
 : -0.8	-20.0	0.8	-5.6	-0.1	-1.1	0.0	0.5	3.2	0.5	-1.0
(11) CC(=O)c1cccc(NC(=O)N2CCCC2C(=O)NCc2ccc3c(c2)OCO3)c1 (stereo not given)
 : -1.7	-5.1	1.0	-1.5	-0.1	-3.1	-0.8	-3.9	-1.9	-1.1	-1.6
(12) N#Cc1ccccc1OCC(=O)NNC(=O)c1ccncc1
 : 0.7	-9.0	0.0	-0.6	0.5	-0.3	0.3	-1.5	-1.0	1.2	-0.3
(13) CC(c1ccco1)N(C(=O)c1ccc(Cl)s1)c1ccccn1 (stereo not given)
 : -2.6	17.7	x	-8.6	-0.7	-3.3	0.7	0.0	-34.2	x	-2.0
(14) O=C(NC1CCCCC1)NC1CCN(S(=O)(=O)Cc2ccccc2)CC1
 : -1.7	-6.8	-0.3	6.2	0.6	-2.8	0.9	1.8	-1.9	-2.3	-0.9
(15) COc1ccccc1NC(=O)CCC(=O)OCc1cccc([N+](=O)[O-])c1
 : 0.2	1.3	0.7	-1.3	0.0	-0.5	-0.5	0.3	0.6	0.8	-1.2
(16) O=C(NCCN1CCOCC1)c1ccc(NS(=O)(=O)c2ccccc2)cc1
 : 2.6	6.7	0.8	4.0	0.2	2.6	-0.2	0.1	1.8	-1.2	-1.3
(17) O=C(NNS(=O)(=O)c1ccccc1C(F)(F)F)c1cc2ncc(C(F)(F)F)cc2s1
 : -0.3	-9.6	x	1.9	-0.1	-3.2	-0.1	-0.5	-1.1	2.8	-1.6
(18) O=C1NNC(c2ccccc2)=N/C1=C\c1ccccc1
 : 0.6	-7.9	-0.2	-1.9	-0.2	-1.1	-0.2	0.3	-2.7	1.7	-0.6
(19) Cc1ccc(-n2nnnc2SCC#N)cc1
 : 0.8	-7.1	0.9	6.6	-0.4	-1.7	0.1	1.1	4.4	0.6	-1.2
(20) CCOc1ccc(Cl)cc1CNCCNCCO
 : 0.6	6.4	1.7	3.4	0.1	-0.1	0.3	0.6	-4.0	-0.5	-0.9
(21) CCc1c(-c2ccccc2OC)ncn1Cc1cccc(-c2ccccc2)c1
 : -4.2	2.9	x	-4.8	0.1	-7.3	-4.3	-3.3	-3.5	x	-2.0
(22) O=C(Nc1nnc(-c2ccc(Cl)cc2)o1)C1=COCCO1
 : -0.3	-10.5	1.3	-4.0	0.2	-0.7	1.4	6.5	0.4	2.7	-0.8
(23) CC(Sc1ccc(Cl)cc1)C(=O)NCC(c1ccco1)N1CCCCC1 (stereo not given)
 : -0.7	-4.4	0.0	0.6	-0.4	-1.4	-0.3	5.6	-5.7	0.7	-0.5
(24) CCCOc1nccc2c1n(C)c(=O)n2C
 : -2.1	2.2	x	1.6	0.3	2.1	-0.8	1.6	0.6	x	-0.9
(25) COc1ccc(S(=O)(=O)N2CCN(CC(=O)Nc3cccc(OC)c3)CC2)cc1
 : -0.2	0.2	0.3	-1.6	0.0	-2.1	-0.3	-0.1	-3.0	-0.2	-1.2
(26) COC(=O)[C@]12C[C@H](CC(=O)NCCc3ccccc3OC)C(=O)N(CCC3=CCCCC3)C1=C[C@H](COCc1ccccc1)O[C@@H]2C
 : -1.7	-13.0	x	-1.7	0.6	-4.2	-1.1	0.4	0.9	x	-1.1
(27) Oc1ccc(Cl)cc1-c1cc(C(F)(F)C(F)F)nc(-c2ccccc2)n1
 : -0.3	7.2	-0.1	3.7	-1.7	-2.4	0.2	3.5	-3.3	-3.9	-1.5
(28) O=C(Nc1ccccc1C(F)(F)F)OCCCN1CCC2(CCC(c3ccccc3)CC2)C1=O (stereo not given)
 : -3.8	-11.7	x	2.1	0.0	-6.3	-3.2	-1.8	-1.1	x	-2.2
(29) O=C(OC(C(=O)NC1CCCC1)c1cccnc1)C1=Cc2ccccc2OC1 (stereo not given)
 : -0.7	4.2	0.6	0.1	-0.2	4.2	-0.9	0.4	0.8	1.6	-0.9
(30) C[C@@H]1CCCCO[C@H](CN(C)C(=O)Nc2ccc(F)cc2)[C@@H](C)CN([C@H](C)CO)C(=O)c2cc(NC(=O)c3ccccc3)ccc2O1
 : -1.9	-8.2	1.5	-1.6	-0.5	-2.1	-0.8	3.9	-8.6	-9.1	-1.0

Every second line gives: hcDAF-12 act	HGIII-sPLA2 inh	DAX1 inh-1	GC-B act	proKLK7 act	SMARCA2 act	DAX1 inh-2	hgDAF-12 ag	GC-A act	FXN GAA850 act	ssDAF-12 act
(31) CCOP(=O)(OCC)c1nc(-c2ccc(C)cc2)oc1NCc1ccccc1
 : -2.9	-4.0	-0.9	-1.5	-1.3	-3.7	-0.6	-3.8	-5.5	0.0	-1.5
(32) O=C(NNc1nc2ccc(F)cc2s1)c1cccc(F)c1
 : 4.3	1.6	3.0	1.5	0.1	-0.6	3.2	1.8	3.5	0.4	0.6
(33) CCC(=O)NCCNc1nc2cc(C)cc(C)c2cc1C#N
 : -1.3	-4.1	1.3	-2.7	-0.4	-0.1	-0.4	-2.8	-3.3	-0.5	-1.4
(34) CC(C)CN1C(=O)[C@@]2(CC(=O)N(C)C2c2ccccc2)c2cc(-n3cc(CO)nn3)ccc21 (stereo not given in full)
 : -1.6	1.2	x	3.5	0.0	-2.8	0.3	1.8	3.2	x	-0.9
(35) CC(=O)Nc1cccc(-c2ccnc3c2CC(C(=O)NC(C)C)O3)c1 (stereo not given)
 : -1.5	2.9	x	0.7	0.3	-3.1	-0.2	-2.2	-3.0	-0.8	-1.1
(36) COc1cc(OC)cc(C(=O)Nc2cccc(NC(=O)c3cccs3)c2)c1
 : 0.0	-11.2	0.5	1.2	1.0	-2.9	-1.8	-2.9	-0.9	-0.8	-1.1
(37) N#Cc1ccccc1NC(=O)CNc1ccccc1N1CCCCC1
 : 2.0	16.5	-0.3	0.4	-0.2	-4.5	-0.9	1.2	-0.5	-0.3	-1.1
(38) Cc1cc(Cl)c(S(=O)(=O)Nc2ccon2)cc1OCC(=O)NC1CCCCC1
 : -1.1	-3.7	-0.5	-1.3	-0.5	-3.5	-0.2	1.2	2.0	0.9	-1.1
(39) O=C(Nc1cc(C(F)(F)F)ccc1N1CCCC1)C1CC(=O)N(Cc2ccccc2)C1 (stereo not given)
 : 0.7	-5.0	0.8	-4.9	0.0	1.3	-0.8	1.5	-6.7	2.0	-0.8
(40) OC(c1ccccc1)(c1ccccc1)C1CCN(CCCNc2ccc(Cl)cc2Cl)CC1
 : -2.4	-8.8	x	-13.4	0.3	-2.8	-0.1	-2.1	-26.4	x	-1.8
(41) COc1cc2ncnc(NCc3ccc4c(c3)OCO4)c2cc1OC
 : -2.2	2.1	0.3	19.2	-0.3	-3.8	0.2	-1.3	19.6	2.3	-0.9
(42) COC(=O)c1cccc(NC(=O)CC2NCCNC2=O)c1 (stereo not given)
 : -1.5	-3.4	0.8	-4.1	0.8	0.6	-0.1	0.3	1.9	1.0	-0.5
(43) CCCS(=O)(=O)c1nc(S(=O)(=O)c2ccc(C)cc2)c(N2CCCC2)s1
 : -0.9	4.7	-1.3	-2.2	0.6	0.8	-0.1	-2.0	-0.9	-0.5	-1.4
(44) O=C(Nc1ccc2c(c1)C(=O)OC2)c1ccc(F)cc1F
 : -0.9	-1.1	3.4	2.8	0.4	2.0	0.2	2.0	1.2	3.2	-1.8
(45) CCCc1cc(=O)n2[nH]c(C(F)(F)F)nc2n1
 : 0.9	1.4	0.1	4.1	0.4	-1.6	0.5	1.2	-3.8	2.9	-0.9
(46) Cc1cc(NC(=O)COC(=O)C2CC(=O)N(c3ccc(Br)cc3)C2)no1 (stereo not given)
 : -3.0	7.3	0.3	1.4	-0.4	-3.0	-0.2	-0.8	-3.4	-2.2	-1.6

Source: PubChem BioAssay
